Screening results from PubChem BioAssay.
LDHA block: blocks human lactate dehydrogenase A; P00338; purified LDHA, NADH/diaphorase-resazurin fluorescence; stronger effect = lower value; activity change, % (values are at about 110 or 230 µM); actives 0.15% (n = 480,000); AID 1347041; in the data active means activity change below about -30%; inconclusive means mostly about -25% to -30%;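 further: plate controls were DMSO wells for no effect and wells without enzyme for full effect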
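LDH5 2 nM; NADH 0.06 mM, pyruvate 0.2 mM; 200 mM Tris pH 7.4, EDTA, Tween-20; 5 min RT. Detection: diaphorase 0.133 mg/mL + resazurin 37 µM, fluorescence ex540/em590 at 0 and 20 min; normalized to enzyme-free and DMSO wells.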
Apoferritin bind: binds horse apoferritin like a general anesthetic | apoferritin/1-aminoanthracene competitive binding, fluorescence | Potency, µM (highest dose often 77.5 µM), without a hit: at the top dose activity change, negative = displacement, usual class: inhibitors | actives 0.074% (n = 350,000) | P02791; further: potency means the concentration at half of the fitted maximal effect; on the % scale 0 is the no-effect control and ±100 the full control effect; nearly all actives have a fitted effect of over 20% in size
Target sequence (P02791 2-175 limits assumed): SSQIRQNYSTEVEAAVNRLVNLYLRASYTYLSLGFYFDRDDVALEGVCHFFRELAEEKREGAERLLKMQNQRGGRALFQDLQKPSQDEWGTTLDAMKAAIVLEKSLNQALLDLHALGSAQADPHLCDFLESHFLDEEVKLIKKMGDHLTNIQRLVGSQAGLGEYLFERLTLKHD
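10 uM apoferritin + 50% sat. 1-AMA, PBS; cpd 10 min RT; Ex380/Em535 endpoint; normalized to free probe vs complex; 4-param Hill fit; propofol titration as pos. ctrl.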
Pol eta inh: inhibitors of human DNA polymerase eta; Q9Y253; recombinant Pol eta, fluorescent DNA replication assay; Potency, µM (top dose mostly 114 µM), for inactives: top-dose activity change, negative = inhibition, most hits filed as inhibitors; actives 1.2% (n = 390,000); further: potency means the concentration at half of the fitted maximal effect; on the % scale 0 is the no-effect control and ±100 the full control effect
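Pol eta at 10 nM preincubated with compounds 15 min at room temperature; reaction started with fluorescent substrate (50 nM final) and read kinetically at 0 and 10 min.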
APE1 inh: inhibitors of human APE1 endonuclease; P27695; recombinant APE1, TAMRA/BHQ-2 abasic DNA cleavage fluorescence; Potency, µM (series often up to 65.8 µM), for the others: at the top dose activity change, negative = inhibition, usual class: inhibitors; actives 0.35% (n = 350,000); AID 2517;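 further: potency means the concentration at half of the fitted maximal effect; plate controls were vehicle for no effect and reference inhibitor for full effect; nearly all actives have a fitted effect of over 55% in size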
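Step 1: APE1 (0.75 nM) with compound, 15 min RT. Step 2: add 50 nM fluorophore/quencher THF duplex. Step 3: three fluorescence reads 60 s apart (525/598 nm); read 3 minus read 1 = reaction progress.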
POLK inh: inhibitors of human DNA polymerase kappa; purified Pol kappa, fluorescent DNA synthesis assay, 10 min; Potency, µM (series often up to 107 µM), for the others: at the highest dose activity, negative = inhibition, actives largely listed as inhibitors; actives 0.53% (n = 400,000); further: potency means the concentration at half of the fitted maximal effect; on the % scale 0 is the no-effect control and ±100 the full control effect
Target sequence (Q9UBT6 whole entry, looked up): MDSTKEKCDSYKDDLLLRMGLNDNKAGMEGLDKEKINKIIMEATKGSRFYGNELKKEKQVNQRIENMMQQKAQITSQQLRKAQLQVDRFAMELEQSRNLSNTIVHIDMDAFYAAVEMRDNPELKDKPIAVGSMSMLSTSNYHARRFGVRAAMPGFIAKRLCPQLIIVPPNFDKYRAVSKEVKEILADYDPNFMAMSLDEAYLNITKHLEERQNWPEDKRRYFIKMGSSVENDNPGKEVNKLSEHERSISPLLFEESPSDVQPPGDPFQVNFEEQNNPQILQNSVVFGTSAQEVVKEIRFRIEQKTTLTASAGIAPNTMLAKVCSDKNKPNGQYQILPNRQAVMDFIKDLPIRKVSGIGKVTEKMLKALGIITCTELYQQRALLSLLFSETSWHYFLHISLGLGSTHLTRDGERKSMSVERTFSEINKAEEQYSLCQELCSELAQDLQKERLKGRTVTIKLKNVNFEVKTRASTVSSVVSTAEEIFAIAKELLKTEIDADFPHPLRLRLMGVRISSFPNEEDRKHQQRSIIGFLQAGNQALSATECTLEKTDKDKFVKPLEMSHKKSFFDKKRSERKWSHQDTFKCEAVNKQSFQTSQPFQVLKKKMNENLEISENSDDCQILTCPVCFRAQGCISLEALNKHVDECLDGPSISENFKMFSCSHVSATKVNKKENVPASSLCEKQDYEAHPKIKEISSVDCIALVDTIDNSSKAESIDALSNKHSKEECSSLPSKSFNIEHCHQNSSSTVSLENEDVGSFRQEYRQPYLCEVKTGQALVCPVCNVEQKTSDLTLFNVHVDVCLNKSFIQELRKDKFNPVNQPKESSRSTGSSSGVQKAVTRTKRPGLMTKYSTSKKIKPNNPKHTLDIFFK
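Here, compound and 10 nM enzyme are combined for 15 min at room temperature; adding 50 nM substrate (final) starts DNA synthesis, tracked by fluorescence at 0 and 10 min against buffer-only wells.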
Pol iota inh: inhibitors of human DNA polymerase iota. Q9UNA4. Pol iota fluorescent replication assay, 10 min. Potency, µM (series often up to 115 µM), inactives show at the top dose activity, negative = inhibition, most hits filed as inhibitors. actives 1% (n = 390,000); further: potency means the concentration at half of the fitted maximal effect
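Fluorescent replication assay read twice, at 0 min and 10 min after adding 50 nM (final) substrate. Enzyme (10 nM) and compounds were first incubated 15 min at room temperature; enzyme-free buffer wells were negative controls.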
Glioma ERSR ind: ER stress response induction in glioma; U87-MG GRP78 promoter luciferase reporter, 16 h; Potency, µM, for inactives: top-dose activation, most hits filed as activators; actives 0.02% (n = 420,000); AID 602332; further: potency means the concentration at half of the fitted maximal effect; series mostly up to about 76 µM; % of control where 0% means no effect; nearly all actives have a fitted effect of over 35% in size
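ERSR induction read as luciferase luminescence (Bright-Glo, 10 min at room temperature) in stably transfected human U87-MG glioma cells exposed to compounds for 16 h, using GRP78 as sensor.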
BLM inh: blocks DNA unwinding by human BLM helicase; AID 2528; actives 0.2% (n = 350,000); Potency, µM (doses to about 56.1 µM), for inactives: at the top dose activity change, negative = inhibition, usual class: inhibitors; P54132; recombinant BLM DNA unwinding, fluorescence dequenching;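 further: potency means the concentration at half of the fitted maximal effect; plate controls were vehicle for no effect and no enzyme for full effect; nearly all actives have a fitted effect of over 35% in size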
POLB inh: inhibitors of human DNA polymerase beta; actives 1.3% (n = 340,000); P06746; Pol beta primer extension/strand displacement, fluorescence kinetic; AID 485314; Potency, µM (series often up to 114 µM), inactives show top-dose activity change, negative = inhibition, hits mostly inhibitors; further: potency means the concentration at half of the fitted maximal effect; on the % scale 0 is the no-effect control and ±100 the full control effect
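Values derive from four-parameter Hill fits of normalized kinetic data: reads at 0 and 10 min following addition of 50 nM substrate to 10 nM Pol beta preincubated 15 min with compound.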
Starred values were filed as active, the others as inactive; ? = inconclusive; / = not tested or not shown; & = joins results of further samples; [ ] = dose if it differs, or a comment. Unless noted, the call rests on the fitted dose curve; in most records, active means well fitted curve in the direction sought with a large enough effect; inconclusive means small, poorly fitted or top-dose-only effect, or another doubt; inactive means no such curve, though single readings can be large; an effect the other way counts as inactive or inconclusive.

molecule	LDHA block	Apoferritin bind	Pol eta inh	APE1 inh	POLK inh	Pol iota inh	Glioma ERSR ind	BLM inh	POLB inh
Cc1cccc(C(=O)OCC(=O)NCC2COc3ccccc3O2)c1 (stereo unspecified)	0	/	-20%	-8%	-6%	11%	-3%	/	/
Cc1ccccc1-c1nc(CN2CCC(C(=O)NCCN3CCOCC3)CC2)c(C)o1	-4	-8%	-11%	-14%	-1%	31%[activator]	-6%	-3%	-15%
Cc1ccc(C(=O)NCC(=O)OC(C)C(=O)Nc2ccc(N(C)C)cc2)cc1C (stereo unspecified)	3	-6%	3%	-7%	-11%	69%[activator]	16%	-9%	-20%
CC1CCCCN1CCCNc1c(C=O)c(=O)[nH]c2ccccc12 (stereo unspecified)	-1	-5%	-8%	20%	-11%	140%[activator]	0%	2%	32%
Cc1ccc(C2CCN(C(=O)Nc3ccc(Cl)cc3)C2)cc1 (stereo unspecified)	-10	-9%	-15%	/	-21%[60.1 µM]	16%	0%	3%	0%
CCOC(=O)/C(C(N)=NC(C)C)=C(\O)c1ccccc1	-4	-4%	-7%	-1%	-4%	27%	-3%	4%	1%
O=S(=O)(c1ccc(F)cc1)N(Cc1nc(-c2ccccc2)no1)C1CCCCC1	-9	66%[activator]	-16%	/	-5%	-5%	-1%	-3%	16%
Cc1ccc(-c2ccc([C@H]3[C@H]4C=CC[C@@H](C)[C@@H]4C(=O)N3Cc3ccccc3)c(F)c2)cc1	6	-8%	-15%	-6%	-16%	?	-4%	-6%	-7%
CC[n+]1c(C)sc2cc(C)ccc21	-6	-13%	-15%	7%	5%	24%	-2%	5%	13%
CCN(c1ccc(F)cc1)S(=O)(=O)c1ccc2[nH]cc(C(=O)NCCCN3CCOCC3)c(=O)c2c1	-3	-15%	-19%	?	-2%	45%	-2%	2%	1%
Cc1cc(C)cc(N(C(=O)CNC(=O)c2ccco2)C(C(=O)NC2CCCC2)c2cccnc2)c1 (stereo unspecified)	-14	-4%	6%	13%	1%	3%	-3%	0%	0%
CC[C@]1(C(=O)OC)[C@H]2C(=O)N(C)C(=O)[C@H]2[C@H]2CN(C)C(=NC)N21	-4	/	-1%	1%	1%	-31%	-4%	/	/
Cc1cccc(OCC(=O)OCC(=O)NCC2CCCO2)c1C (stereo unspecified)	-2	/	-18%	-6%	5%	74%[activator]	-4%	/	/
O=C1Nc2c(c(=O)[nH]c(=O)n2-c2ccccc2F)C(C(F)(F)F)(C(F)(F)F)N1	-14	-11%	-4%	-9%	-3%	20%	-1%	2%	29%
Cn1c(N)c(C(=O)COC(=O)COc2ccc(Cl)cc2Cl)c(=O)n(C)c1=O	0	/	-22%	48%[activator]	-18%	85%[activator]	3%	/	/
CC(C)(C)c1cc(NS(=O)(=O)c2ccc(Br)s2)no1	1	?	-12%	21%	1%	-2%	-3%	-5%	17%
Cn1c(N)c(NC(=S)NC2CCCCC2)c(=O)n(C)c1=O	-10	/	-5%	/	-7%	17%	-1%	/	/
COc1cc2c(cc1OC)CN(C(=O)CC1CC3CCC1C3)CC2 (stereo unspecified)	10	-23%	4%	-4%	-3%	31%[activator]	-2%	-6%	39%
O=c1cnc2cnc(Oc3cccc(Cl)c3)nc2n1Cc1ccc(F)cc1	/	/	/	-4%	0%[60.1 µM]	/	-4%	-8%	/
Cc1onc(-c2ccccc2)c1C(=O)Nc1sccc1C#N	-5	-17%	-14%	13%	-10%	?	-4%	-5%	-12%
Cc1ccc(N2CCN(C(=O)CN3C(=O)c4ccccc4C3=O)CC2)cc1	-4	?	-1%	-3%	-8%	10%	-6%	-3%	24%
O=C(COC(=O)Cc1cccc(F)c1)NCCc1ccccc1	-5	/	-11%	26%	6%	16%	-3%	/	/
COc1ccc(C)cc1Nc1n[n+](-c2ccccc2)c(-c2cc([N+](=O)[O-])cc(OC)c2O)s1	8	-20%	15%	14%	-3%	6%	-4%	-1%	1%
Cc1nc(Nc2ncc3c(n2)CC(C)(C)CC3=O)nc2ccccc12	-4	/	9%	/	-1%	34%[activator]	5%	/	/
CC(C)(C)CN1C(N)=NC[C@H]1Cc1ccc(O)cc1	-5	2%	1%	-7%	4%	8%	0%	3%	3%

A section taken from the entries so far, for reference:
molecule	LDHA block	Apoferritin bind	Pol eta inh	APE1 inh	POLK inh	Pol iota inh	Glioma ERSR ind	BLM inh	POLB inh
O=C(COC(=O)Cc1cccc(F)c1)NCCc1ccccc1	-5	/	-11%	26%	6%	16%	-3%	/	/
COc1ccc(C)cc1Nc1n[n+](-c2ccccc2)c(-c2cc([N+](=O)[O-])cc(OC)c2O)s1	8	-20%	15%	14%	-3%	6%	-4%	-1%	1%
Cc1nc(Nc2ncc3c(n2)CC(C)(C)CC3=O)nc2ccccc12	-4	/	9%	/	-1%	34%[activator]	5%	/	/
CC(C)(C)CN1C(N)=NC[C@H]1Cc1ccc(O)cc1	-5	2%	1%	-7%	4%	8%	0%	3%	3%

Looked up by compound from the entries so far:
molecule	LDHA block	Apoferritin bind	Pol eta inh	APE1 inh	POLK inh	Pol iota inh	Glioma ERSR ind	BLM inh	POLB inh
Cn1c(N)c(NC(=S)NC2CCCCC2)c(=O)n(C)c1=O	-10	/	-5%	/	-7%	17%	-1%	/	/
Cc1nc(Nc2ncc3c(n2)CC(C)(C)CC3=O)nc2ccccc12	-4	/	9%	/	-1%	34%[activator]	5%	/	/

(cont.)
molecule	LDHA block	Apoferritin bind	Pol eta inh	APE1 inh	POLK inh	Pol iota inh	Glioma ERSR ind	BLM inh	POLB inh
O=C(Nc1cccc2c1CCCC2)C1CCCN(S(=O)(=O)c2cccc3nonc23)C1 (stereo unspecified)	-1	-15%	-4%	6%	2%	4%	5%	-7%	1%
COc1ccc(N2CCN(C(=O)C3CCN(S(=O)(=O)c4cccs4)CC3)CC2)cc1	0&3	?	-14%&-18%	2%	-3%&1%	18%&37%	-1%&-2%	-2%&-6%	5%&6%
COC(=O)N1CCN(c2ccc(C(C)=O)cc2)CC1	1	5%	-4%	-3%	0%	?	0%	-1%	-25%
O=C(CCn1c(=S)oc2ccccc21)N1CCCCC1	-6	-10%	-25%	0%	0%	72%[activator]	4%	-2%	26%
CNC(=O)c1[nH]cnc1C(=O)N[C@@H](CC(C)C)C(=O)OCc1ccccc1	0	-21%	-16%	4%	0%	3%	-3%	-3%	9%
CSc1nsc(/C=C/Nc2cccc(Cl)c2)c1C#N	17	?	?	-5%	-9%	46%[activator]	3%	-7%	24%
OCCOCCNc1ncnc2sc(-c3ccccc3)cc12	-1	-12%	-19%	?	-3%	-2%	-1%	1%	0%
C[C@@H]1CN([C@H](C)CO)C(=O)c2cc(NC(=O)Cc3cn(C)c4ccccc34)ccc2O[C@H]1CN(C)C(=O)Nc1ccc2c(c1)OCO2	-13	/	-11%	-6%	-14%	4%	-6%	/	/
COc1ccc(N2C(=O)C3C(c4ccc(C(=O)O)cc4)NC(Cc4ccccc4)(C(=O)O)C3C2=O)c([N+](=O)[O-])c1 (stereo unspecified)	-6	-5%	-22%	19%	-12%	36%[activator]	-7%	-9%	9%
CCOC(=O)N1CCN(S(=O)(=O)c2cc(C)c(C)cc2C)CC1	1	-4%	12%	5%	-1%	17%	-5%	1%	-5%
CC(=O)c1cccc(NC(=S)NC(=O)c2ccccc2)c1	4	-9%	-17%	-10%	-7%	-9%	1%	-1%	-18%
Cc1ccc(C)c(OCC(=O)NCCNC(=O)COc2cc(C)ccc2C)c1	-9	-12%	-11%	-3%	-1%	7%	-3%	4%	37%
COc1ccc(Cn2c(CCC(=O)Nc3cc(C)cc(C)c3)nc3cccnc32)cc1	-16	-8%	0%	/	-12%	-12%	-8%	-11%	-18%
NC(=O)CSc1oc(-c2ccc(F)cc2)nc1S(=O)(=O)c1ccccc1	-5	-5%	4%	-1%	-17%	9%	-5%	-7%	-19%
O=C1OCc2cccc([N+](=O)[O-])c21	0	-1%	0%	7%	-18%	16%	-4%	-6%	2%
COC(=O)c1sccc1S(=O)(=O)Nc1ccc(C)cc1	0	-10%	-7%	14%	-1%	-7%	-3%	-8%	47%
CCCCCCCCNC(=O)/C(C#N)=C/c1ccccc1[N+](=O)[O-]	5	-20%	?	-3%	-19%	15%	?	-15%	-29%
CC1CCCCN1C(=S)NCc1ccco1 (stereo unspecified)	-4	-15%	-13%	-7%	-6%	82%[activator]	-1%	0%	87%
CCOC(=O)c1[nH]c(C)c(C(=O)O)c1C	/	-2%	/	4%	/	/	/	0%	0%
CC(=O)NC12CC3CC(C1)CC(C(=O)N1CCN(S(=O)(=O)c4ccc(Cl)s4)CC1)(C3)C2	0	-7%	-15%	50%[activator]	4%	-13%	-3%	-1%	-3%
CCc1cc(=O)oc2cc(C)cc(OC(C)C(=O)NC(Cc3c[nH]c4ccc(O)cc34)C(=O)O)c12 (stereo unspecified)	9	-6%	?	31%	-22%	?	0%	0%	?
CCOC(=O)Cc1csc(SCC(=O)N(CC(C)C)c2c(N)n(Cc3ccccc3)c(=O)[nH]c2=O)n1	-4	/	-13%	-6%	-8%	25%	-4%	/	/
O=C(COC(=O)c1cccc(Br)c1)NCc1ccco1	-6	/	79µM*	?	?	25µM*	-5%	/	/
Cc1nc2ccccc2c(=O)n1NC(=O)c1ccccc1	-2	2%	-14%	43%	-10%	135%[activator]	0%	0%	23%
CCc1noc(C)c1C(=O)NNC(=O)c1nn(C)c(=O)c2ccccc12	-17	/	3%	3%	0%	-7%	-5%	/	/
Cc1ccc(NC(=O)C2CCN(c3nc(-c4ccc(C(C)C)cc4)no3)CC2)c(Cl)c1	-1	-8%	-13%	/	-9%[60.1 µM]	26%	-9%	-3%	-2%
COCCCN1C(=O)C(=O)/C(=C(/O)c2ccc(OC(C)C)cc2)C1c1ccncc1 (stereo unspecified)	7	-20%	-6%	2%	-10%	-11%	-3%	-3%	22%
CC(C)C[C@H]1CN=C(Nc2ccccc2)N1CC1CCCCC1	-2	6%	-17%	35%	5%	34%[activator]	-7%	2%	?

The list is partial; count on the stated rates, not on these rows.
